From PubChem
Casp6 inh: inhibitors of human caspase-6 | P55212 | purified caspase-6, Z-VEID-R110 cleavage fluorescence | inhibition, % at 12.5 µM | hit rate 0.53% among 350,000 | AID 686996;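 active = mean inhibition across replicates at least about 35%, with every replicate also reaching that limit, limit read from the data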;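 note: 0% = median of neutral control wells and 100% = no fluorescence left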
Target sequence (P55212 24-179 limits assumed): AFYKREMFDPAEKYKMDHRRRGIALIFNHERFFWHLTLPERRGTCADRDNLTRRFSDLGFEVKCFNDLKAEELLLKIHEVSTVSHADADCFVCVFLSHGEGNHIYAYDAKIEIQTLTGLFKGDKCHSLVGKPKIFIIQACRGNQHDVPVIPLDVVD
Target sequence (P55212 194-293 limits assumed): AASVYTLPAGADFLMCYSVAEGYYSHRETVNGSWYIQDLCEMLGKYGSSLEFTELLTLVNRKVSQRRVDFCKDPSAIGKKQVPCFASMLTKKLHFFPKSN
PGC1a acetyl inh: lowers PGC1a acetylation signal in U2OS cells. AlphaScreen anti-acetyl-lysine; with virally co-expressed GCN5 acetyltransferase. inhibition, % at 15.6 µM. hit rate 0.17% among 350,000. AID 651687;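 active = every replicate shows inhibition of at least 40%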;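 note: 0% = neutral control wells and 100% = positive control wells; some results beyond the cut were filed as inactive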
FN deposit inh: fibronectin deposition inhibition. AH1F fibroblasts, Alexa488-fibronectin deposition fluorescence, overnight. inhibition, % at 12.6 µM. hit rate 0.086% among 350,000;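 active = mean inhibition across replicates of 30% or more, regardless of how many single replicates reach that level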;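 note: positive control wells lacked labelled fibronectin entirely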
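Assay system: AH1F fibroblast monolayer, labelled fibronectin deposition. Amount: 10000 cells per well. Also added: labelled fibronectin 24 nM. Compound: single-point pinned compound. Incubation: cell attachment 1 h, compound and FN exposure overnight. Detection: fluorescence after three HBSS washes, excitation 485 nm, emission 525 nm. Read-out: inhibition of fibronectin deposition signal.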
LGR2 antag: Drosophila LGR2 receptor signaling inhibition; hit rate 0.35% among 380,000; HEK293 LGR2, CRE-luciferase, bursicon-stimulated, 4 h; inhibition, % at 9.99 µM;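 active = drop in luminescence signal, shown as inhibition above about 50% in the replicate tests, limit read from the data, passing the limit was not always enough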;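 note: agonist challenge used bursicon conditioned medium at about half maximal strength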
Cneo AK release: Cryptococcus neoformans lysis via adenylate kinase release. C. neoformans lysis, adenylate kinase release luminescence, 4 h; normalised: neutral wells 0, clomiphene wells 100. lysis activity, % at 15 µM. hit rate 0.2% among 360,000. AID 651654;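 active = mean lysis activity across replicates of at least 80%, whatever share of replicates individually reach that level; inactive = mean lysis activity below 80%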
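Test system: log-phase Cryptococcus neoformans yeast cells. Input: 5 × 10^6 yeast cells/mL. Medium: fresh YPD growth medium. Doses: single dose. Incubation: static 4 h at 37 °C with compound, 1 h detection. Measured by: luminescent adenylate kinase detection reagent. Read-out: signal increase indicating cell lysis. Benchmarks: Clomiphene.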
PAX8 reporter: inhibitors of PAX8 transcriptional activity in RMG-I cells. RMG-I TPO-luciferase reporter, SteadyGlo, 24 h. inhibition, % at 12.6 µM. hit rate 1.2% among 360,000;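 active = mean replicate inhibition at least 60% with every replicate also reaching 60%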;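 note: luciferase light reporting Pax8 driven TPO promoter activity; plate controls were median of neutral control wells for no effect and mitoxantrone controls for full effect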
EWS-Fli inh: blocks EWS/Fli oncoprotein-driven transcription; A673 NR0B1-luciferase reporter, viability-normalised; inhibition, % at 12.6 µM; hit rate 0.67% among 350,000; AID 651661;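 active = mean inhibition of at least 50% after viability correction, with every replicate also passing that limit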;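 note: firefly luciferase signal divided by Alamar Blue viability fluorescence both relative to DMSO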
miR122 inh: inhibitors of miR-122 in Huh7 cells; Huh7 miR-122 Renilla luciferase sensor, 48 h; neutral wells = 0, positive control = 100; hit rate 0.3% among 340,000; AID 602342; activation (reporter increase), % at 12.5 µM;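 active = mean replicate activation score at least 90 and every replicate individually at or above 90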;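 note: higher luciferase means less miR-122 activity so hits act as miR-122 inhibitors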
* hit, by the source's call; x = not tested or not shown; [ ] = dose if it differs, or a comment.

SMILES	Casp6 inh	PGC1a acetyl inh	FN deposit inh	LGR2 antag	Cneo AK release	PAX8 reporter	EWS-Fli inh	miR122 inh
COc1cc(Cl)c(C)cc1NC(=O)c1cccc(OC)c1OC	1	-14	x	-80	0	-140	-115	4
COc1ccccc1/C=C/C(=O)OCC(=O)NNC(=O)c1ccccc1	x	-4	x	42	1	x	x	-8
CCC1CCCCN1C(=O)c1sc2nc(C)nc(N(CC)CC)c2c1C (stereo unspecified)	2	x	x	4	x	-7	0	x
COc1ccc(Cc2noc(CN3CCN(C4CCc5ccccc5C4)CC3)n2)cc1OC (stereo unspecified)	x	-4	6	-14	x	9	14	7
O=C(N/N=C/c1ccco1)c1cccc([N+](=O)[O-])c1	4	x	3	x	x	-15	-7	x
COc1cccc(NC(=O)CCN2CCN(c3ccccc3F)CC2)c1	x	-16	4	x	0	-2	x	-6
CCCc1nnc(NC(=O)CCC(=O)Nc2ccc(Br)cc2)s1	x	8	6	-14	2	7	-7	0
Cc1ccccc1C(=O)Nc1ccc2c(c1)CCCN2C(=O)c1cccs1	0	x	-9	8	-1	28	x	-8
CC1(C)CC(=O)C=C(c2ccc(Cl)c(C(F)(F)F)c2)C1	0	x	-8	-8	3	-19	6	x
Cc1cccc(NC(=O)CN(C)S(=O)(=O)c2ccc(-c3ccc(=O)[nH]n3)s2)c1C	5	-2	-12	-8	-3	1	-2	-2
COc1cc(O)c(C(CC(=O)N2CCCCC2)c2cc(OC)c(OC)c(OC)c2)c(OC)c1 (stereo unspecified)	-5	x	12	-4	4	10	-7	-2
C[C@H](CO)N1C[C@H](C)[C@H](CN(C)S(=O)(=O)c2cn(C)cn2)Oc2c(NC(=O)CCCCCC(=O)Nc3ccccc3N)cccc2C1=O	-1	7	1	-13	x	-15	7	x
CC(C)c1nnc(NC(=O)COc2ccc3c(c2)OCO3)s1	-2	23	1	-31	1	-3	-20	-2
Cc1ccc(NC(=O)CCC(=O)OC(C(=O)c2ccc(C)c(C)c2)c2ccccc2)c(C)c1 (stereo unspecified)	x	-6	-9	x	-3	x	x	7
C[C@@H]1CN([C@@H](C)CO)C(=O)Cc2cc(NC(=O)CCC(F)(F)F)ccc2O[C@H]1CN(C)Cc1ccc(Oc2ccccc2)cc1	x	-6	15	-10	0	90*	13	-15[16.7 µM]
O=C(Cn1cnc2scc(-c3ccc(F)cc3)c2c1=O)NCC(c1ccco1)N1CCCC1 (stereo unspecified)	-1	x	-15	22	3	4	8	x
CC=Cc1ccc2n(c1=O)C[C@@H]1[C@@H](CO)[C@H](C(=O)NCCc3cn(C)cn3)[C@H]2N1C(=O)CC (mixture of isomers)	0	x	x	8	8	x	-1	x
CC(C)(C)NC(=O)NC(=O)COC(=O)Cc1ccc(Cl)cc1Cl	-3	x	-3	7	x	-20	1	x
CCOCc1[nH]c(=S)[nH]c(=O)c1Cc1ccc(OCC(C)C)cc1	4	-2	-2	5	x	24	9	-4
CCO[C@H]1OC(C(=O)NCc2nc3ccccc3[nH]2)=C[C@@H](C2CCCCC2)[C@@H]1CCCO	4	x	2	4	12	-7	4	x
COc1ccc(NC(=O)Nc2ccc3c(c2)[C@@H]2C[C@@H](CC(=O)NC4CCCCC4)O[C@H](CO)[C@@H]2O3)cc1	8	-2	1	5	23	2	-3	-2[16.7 µM]
COc1ccccc1CC(=O)Nc1ccc(F)cc1F	1	x	3	-2	x	-15	-4	x
O=C(CSc1nnnn1-c1ccc(F)cc1)c1ccc(O)c(O)c1	25	12	-3	6	-2	46	36	-5
NC(=O)c1cccc(Nc2nc(C(N)Cc3ccc(C(F)(F)F)cc3)cs2)n1 (stereo unspecified)	0	-3	x	-2	0	8	26	6
O=C(CSc1nnc(CNC(=O)c2ccccc2F)o1)Nc1ccc2c(c1)OCO2	1	x	-13	-13	-1	1	4	6
SMILES	Casp6 inh	PGC1a acetyl inh	FN deposit inh	LGR2 antag	Cneo AK release	PAX8 reporter	EWS-Fli inh	miR122 inh
COC(=O)c1c[nH]n2c(=O)cc(CCl)nc12	-1	8	x	-14	1	x	5	-4
O=C(NC1CCCCCCC1)c1ccc(Br)o1	1	-1	-2	-15	-2	1	-49	-8
C[C@H](O)C#Cc1ccc2c(c1)O[C@H](CN(C)C(=O)c1ccncc1)[C@@H](C)CN([C@H](C)CO)S2(=O)=O	x	8	3	-3	0	-8	-8	-7[16.7 µM]
COc1ccc(-n2c(C)cc3cc(OC(C)=O)ccc32)cc1	-5	x	7	-4	1	-29	-29	x
COc1ccc(S(=O)(=O)Nc2ccccc2C(=O)NCc2ccco2)cc1	x	-1	14	x	16	0	x	-7
COc1ccc(OC)c(NC(=O)C2(C)CCN2C(=O)Cc2ccc(Cl)cc2Cl)c1 (stereo unspecified)	0	-9	1	-8	-1	6	1	3
C[C@@H]1CN([C@H](C)CO)C(=O)c2cc(-c3ccncc3)cnc2O[C@@H]1CN(C)C(=O)Cc1ccccn1	2	8	x	14	10	-14	-13	6[16.7 µM]
CO[C@@H]1CN(C)C(=O)c2ccc(NC(=O)C3CCC3)cc2OC[C@@H](C)NC[C@@H]1C	1	x	-11	8	6	4	-2	1[16.7 µM]
COc1ccc(NC(=O)Nc2ccc3c(c2)C(=O)N([C@@H](C)CO)C[C@H](C)[C@@H](CN(C)S(=O)(=O)c2ccccc2)OCCCC[C@H](C)O3)cc1	2	-14	-3	0	-10	-16	13	2[16.7 µM]
C[n+]1cccc(C2C(C#N)=C(N)Oc3c2ccc2ccccc32)c1 (stereo unspecified)	-10	20	6	3	1	-3	1	-3
COc1ccc(OCC(=O)N2CCC(Cc3ccccc3)CC2)cc1	5	x	7	2	-2	14	8	-3
CC(=O)Nc1ccc(Cl)cc1-c1ccccc1	-2	14	8	-17	2	-20	5	-14
O=C(Nc1cnc2sccn2c1=O)c1ccccc1Cl	x	1	0	-30	6	x	x	-10
C[C@@H]1CN([C@@H](C)CO)C(=O)c2cc(N(C)C)ccc2O[C@H]1CN(C)Cc1ccc(C(F)(F)F)cc1	3	-16	-5	13	-9	-12	-11	-3[16.7 µM]
CCn1c(C)c(C(C)=O)c(NCc2ccccc2)nc1=S	2	-12	x	-1	-2	x	-1	-1
O=C(Nc1ccccc1)c1ccc(NC(=O)C2CC2)cc1	-4	-3	x	-37	-3	-146	-83	-1
CC(C)(C)NC(=O)c1cccc(NC(=O)c2ccc3c(c2)C(=O)N(C(C)(C)C)C3=O)c1	-3	7	0	83*	-4	6	-3	3
O=C(c1ccco1)N1CCN(C(=O)C2CCN(S(=O)(=O)Cc3ccccc3)CC2)CC1	x	4	x	-3	-3	x	x	-11
Cc1ccc(NC(=O)c2cccc(OC(F)F)c2)c(OC(F)F)c1	-3	0	5	-25	13	9	2	-3
COc1ccc(-n2c(C)nc3c(cnn3-c3ccccc3)c2=O)cc1	x	-15	7	-21	3	x	x	3
CN(NC(=O)C(=O)NCc1ccco1)C(=O)NC1CCCCC1	-1	x	-6	1	x	-6	-6	x
CCc1cc(C(=O)OC)c(NC(=O)CN2CCN(C(=O)c3ccco3)CC2)s1	2	x	3	15	1	10	x	-6
CCOC(=O)c1cc(S(=O)(=O)NCc2ccc3c(c2)OCO3)cn1C	3	6	-20	7	2	11	x	-3
COc1ccc([N+](=O)[O-])cc1NS(=O)(=O)c1ccccc1	x	7	0	4	x	15	x	4
CCC(=O)NC(c1ccccc1Cl)c1c(O)ccc2ccccc12 (stereo unspecified)	31	x	2	x	x	8	10	x
Cn1ncc(Cl)c1C(=O)Nc1ccncc1	x	x	-11	x	-11	7	x	3
CCNC(=O)N(C)[C@H]1C[C@H]2c3[nH]c4ccccc4c3CCN2C[C@H]1[C@H](C)O	3	-8	0	2	1	31	4	3
COc1ccc(CCC(=O)OCC(=O)NC2CCCC2)cc1OC	-1	-3	-4	3	-3	-15	-7	-12

In another format: results already given.
| molecule | Casp6 inh | PGC1a acetyl inh | FN deposit inh | LGR2 antag | Cneo AK release | PAX8 reporter | EWS-Fli inh | miR122 inh |
| --- | --- | --- | --- | --- | --- | --- | --- | --- |
| COc1ccc(OCC(=O)N2CCC(Cc3ccccc3)CC2)cc1 | 5 | x | 7 | 2 | -2 | 14 | 8 | -3 |
| CC(=O)Nc1ccc(Cl)cc1-c1ccccc1 | -2 | 14 | 8 | -17 | 2 | -20 | 5 | -14 |
| O=C(Nc1cnc2sccn2c1=O)c1ccccc1Cl | x | 1 | 0 | -30 | 6 | x | x | -10 |
| C[C@@H]1CN([C@@H](C)CO)C(=O)c2cc(N(C)C)ccc2O[C@H]1CN(C)Cc1ccc(C(F)(F)F)cc1 | 3 | -16 | -5 | 13 | -9 | -12 | -11 | -3[16.7 µM] |
| CCn1c(C)c(C(C)=O)c(NCc2ccccc2)nc1=S | 2 | -12 | x | -1 | -2 | x | -1 | -1 |
| O=C(Nc1ccccc1)c1ccc(NC(=O)C2CC2)cc1 | -4 | -3 | x | -37 | -3 | -146 | -83 | -1 |
| CC(C)(C)NC(=O)c1cccc(NC(=O)c2ccc3c(c2)C(=O)N(C(C)(C)C)C3=O)c1 | -3 | 7 | 0 | 83* | -4 | 6 | -3 | 3 |
| O=C(c1ccco1)N1CCN(C(=O)C2CCN(S(=O)(=O)Cc3ccccc3)CC2)CC1 | x | 4 | x | -3 | -3 | x | x | -11 |
| Cc1ccc(NC(=O)c2cccc(OC(F)F)c2)c(OC(F)F)c1 | -3 | 0 | 5 | -25 | 13 | 9 | 2 | -3 |
| COc1ccc(-n2c(C)nc3c(cnn3-c3ccccc3)c2=O)cc1 | x | -15 | 7 | -21 | 3 | x | x | 3 |
| CN(NC(=O)C(=O)NCc1ccco1)C(=O)NC1CCCCC1 | -1 | x | -6 | 1 | x | -6 | -6 | x |
| CCc1cc(C(=O)OC)c(NC(=O)CN2CCN(C(=O)c3ccco3)CC2)s1 | 2 | x | 3 | 15 | 1 | 10 | x | -6 |
| CCOC(=O)c1cc(S(=O)(=O)NCc2ccc3c(c2)OCO3)cn1C | 3 | 6 | -20 | 7 | 2 | 11 | x | -3 |
| COc1ccc([N+](=O)[O-])cc1NS(=O)(=O)c1ccccc1 | x | 7 | 0 | 4 | x | 15 | x | 4 |
| CCC(=O)NC(c1ccccc1Cl)c1c(O)ccc2ccccc12 (stereo unspecified) | 31 | x | 2 | x | x | 8 | 10 | x |
| Cn1ncc(Cl)c1C(=O)Nc1ccncc1 | x | x | -11 | x | -11 | 7 | x | 3 |
| CCNC(=O)N(C)[C@H]1C[C@H]2c3[nH]c4ccccc4c3CCN2C[C@H]1[C@H](C)O | 3 | -8 | 0 | 2 | 1 | 31 | 4 | 3 |
| COc1ccc(CCC(=O)OCC(=O)NC2CCCC2)cc1OC | -1 | -3 | -4 | 3 | -3 | -15 | -7 | -12 |
